Assay outcomes (PubChem)
JMJD2E inh: blocks human JMJD2E demethylase activity; JMJD2E catalytic domain, FDH-coupled NADH fluorescence (FDH is formaldehyde dehydrogenase); Potency, µM (series often up to 57.1 µM), for the others: at the top dose activity change, negative = inhibition, actives largely listed as inhibitors; 230,000 compounds, 1.6% hits; active means well fitted inhibition curve with a large enough effect, not every such curve was filed as active; inconclusive means small, poorly fitted or top-dose-only effect, or another doubt; inactive means no such curve, though single readings can be large or run the other way;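 further: 0% = wells with enzyme and -100% = buffer wells without enzyme; nearly all actives have a fitted effect of over 50% in size; many of its hits are not listed in these tables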
RECQ1 inh: inhibitors of human RECQ1 DNA helicase; P46063; RECQ1 DNA unwinding, red fluorescence kinetic read; Potency, µM (highest dose often 57.3 µM), without a hit: at the highest dose activity, negative = inhibition, actives largely listed as inhibitors; 240,000 compounds, 0.54% hits; AID 2549;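 further: plate controls were vehicle for no effect and no enzyme for full effect; nearly all actives have a fitted effect of over 30% in size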
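RECQ1T1 50 nM; forked duplex (20 bp + 30-nt ss tails) 200 nM, ATP 2 mM final; pH 8.0, 2 mM MgCl2, 2.5 ug/ml poly(dI-dC); 15 min compound preincubation; discontinuous kinetic read over 2 h at RT.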
TR SRC2 fluor cs: alters Texas Red total fluorescence, flagging assay interference. TRb/SRC2 Texas Red total fluorescence interference. Potency, µM (top dose mostly 106 µM), for inactives: at the top dose fluorescence change, negative = quenching. 280,000 compounds, 0.29% hits; active means well fitted curve in either direction with a large enough effect; inconclusive means small, poorly fitted or top-dose-only effect; further: on the % scale 0 is the no-effect control and ±100 the full control effect
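Human TRb ligand-binding domain at 0.6 uM with 20 nM Texas Red SRC2 peptide in Tris buffer containing 1 uM T3 and 5% DMSO, incubated with compound 5 h at ambient temperature. Total fluorescence (555/632 nm) calculated as parallel + 2 × perpendicular.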
TRb-SRC2 inh: TRbeta-SRC2 interaction inhibition; Potency, µM (doses to about 106 µM), inactives show top-dose activity change, negative = inhibition, actives largely listed as inhibitors; P10828; 280,000 compounds, 0.065% hits; TRbeta-SRC2 peptide binding, fluorescence polarization; receptor liganded with 1 µM T3;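 further: plate controls were bound peptide for no effect and peptide without receptor for full effect; nearly all actives have a fitted effect of over 50% in size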
Target sequence (P10828 whole entry, looked up): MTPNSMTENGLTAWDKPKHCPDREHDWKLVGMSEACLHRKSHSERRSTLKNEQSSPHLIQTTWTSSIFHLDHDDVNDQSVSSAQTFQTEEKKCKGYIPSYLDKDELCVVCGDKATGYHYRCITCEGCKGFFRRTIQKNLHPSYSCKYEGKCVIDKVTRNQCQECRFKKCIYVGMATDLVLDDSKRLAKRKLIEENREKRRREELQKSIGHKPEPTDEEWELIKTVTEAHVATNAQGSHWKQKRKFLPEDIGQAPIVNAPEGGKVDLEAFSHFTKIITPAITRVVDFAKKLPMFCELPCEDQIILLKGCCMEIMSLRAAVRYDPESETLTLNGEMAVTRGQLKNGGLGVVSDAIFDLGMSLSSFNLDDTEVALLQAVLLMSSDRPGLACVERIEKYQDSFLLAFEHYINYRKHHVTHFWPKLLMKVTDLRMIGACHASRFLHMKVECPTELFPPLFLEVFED
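Each compound concentration gave % activity, normalized to unbound and bound Texas Red SRC2 controls, from polarization read after 5 hr ambient incubation with T3-loaded human TRb LBD.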
ALDH1A1 block: ALDH1A1 (human) enzyme inhibition; AID 1030; Potency, µM (top dose mostly 75.3 µM), inactives show at the top dose activity, negative = inhibition, hits mostly inhibitors; P00352; 220,000 compounds, 7.3% hits; Purified ALDH1A1, NADH fluorescence, propionaldehyde substrate; active means well fitted inhibition curve with a large enough effect, not every such curve was filed as active; inconclusive means small, poorly fitted or top-dose-only effect, or another doubt; inactive means no such curve, though single readings can be large or run the other way;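 further: plate controls were no enzyme wells and a reference inhibitor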
Target sequence (P00352 whole entry, looked up): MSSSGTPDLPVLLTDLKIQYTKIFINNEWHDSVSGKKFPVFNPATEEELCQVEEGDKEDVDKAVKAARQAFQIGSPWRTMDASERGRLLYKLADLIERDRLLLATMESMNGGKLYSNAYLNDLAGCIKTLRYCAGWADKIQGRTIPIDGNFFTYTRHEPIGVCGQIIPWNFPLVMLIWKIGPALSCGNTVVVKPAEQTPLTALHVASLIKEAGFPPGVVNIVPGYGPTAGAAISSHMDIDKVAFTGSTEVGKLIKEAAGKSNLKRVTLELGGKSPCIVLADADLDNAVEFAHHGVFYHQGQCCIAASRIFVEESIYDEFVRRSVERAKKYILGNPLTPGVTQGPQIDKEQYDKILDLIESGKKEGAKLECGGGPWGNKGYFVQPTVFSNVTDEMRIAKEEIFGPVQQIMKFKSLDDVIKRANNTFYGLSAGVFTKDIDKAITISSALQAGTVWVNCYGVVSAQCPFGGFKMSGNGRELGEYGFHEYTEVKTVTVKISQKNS
RGS12 GoLoco inh: inhibitors of human Gai1-RGS12 GoLoco interaction (red fluorophore) | Gai1:RGS12 GoLoco peptide FP, rhodamine, 10 min | Potency, µM (top dose mostly 61.6 µM), for the others: top-dose activity, negative = inhibition, most hits filed as inhibitors | 230,000 compounds, 0.44% hits | AID 880; active means well fitted inhibition curve with a large enough effect, not every such curve was filed as active; inactive means no such curve, though single readings can be large or run the other way; further: on the % scale 0 is the no-effect control and ±100 the full control effect; nearly all actives have a fitted effect of over 30% in size; many of its hits are not listed in these tables
SMN2 splice up: increases expression of the SMN2 splice variant; Potency, µM (top dose mostly 46.1 µM), for inactives: at the top dose activity change, positive = activation, most hits filed as activators; HEK293 SMN2-luciferase splicing reporter, luminescence, 30-36 h; 210,000 compounds, 2.8% hits; further: % of control where 0% means no effect; nearly all actives have a fitted effect of over 55% in size
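HEK293 cells carry an SMN2 […]–luciferase reporter in which exon 7 inclusion puts luciferase in frame. Cells were plated 10-12 h before compound addition, then incubated 30-36 h at 37C. ONE-Glo luminescence was read; sodium butyrate at 4.5 mM final served as control.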
Lamin A splicing: changes lamin A minigene splicing in HeLa cells; Potency, µM (highest dose often 46.1 µM), for inactives: at the top dose ratio change, negative = inhibition, actives largely listed as inhibitors; HeLa LMNA splicing GFP/RFP minigene ratio, 48 h; 200,000 compounds, 0.01% hits; active means well fitted inhibition curve with a large enough effect in the signal ratio, with a control signal flat, not every such curve was filed as active; inconclusive means small, poorly fitted or top-dose-only effect, or effect the other way, or a change in a side signal; the % refers to the signal ratio; further: on the % scale 0 is the no-effect control and ±100 the full control effect
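S3 HeLa cells stably expressing lamin A-EGFP splicing minigene plus DsRed2, 600 cells/well, 48 h compound exposure at 37C. Laser-scanning cytometry; analysed as GFP (500-530 nm)/RFP (575-640 nm) total intensity ratio; 0.5% DMSO vehicle.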
The depositor's hits bear a star; i = inactive; ? = inconclusive; . = no result given; & = joins results of further samples; [ ] = dose if it differs, or a comment. Unless noted, the call rests on the fitted dose curve; in most records, active means well fitted curve in the direction sought with a large enough effect; inconclusive means small, poorly fitted or top-dose-only effect, or another doubt; inactive means no such curve, though single readings can be large; an effect the other way counts as inactive or inconclusive. Potency means the concentration at half of the fitted maximal effect.

nr	canonical_smiles	JMJD2E inh	RECQ1 inh	TR SRC2 fluor cs	TRb-SRC2 inh	ALDH1A1 block	RGS12 GoLoco inh	SMN2 splice up	Lamin A splicing
1	O=C(/C=C/c1ccccc1)NC1CCCc2ccccc21 (configuration not stated)	-3.8%	i	-2.5%	-2.1%	11.0%	1.4%	-26.3%	.
2	Cc1nn(C)c(C(=O)N2CCN(C(=O)c3ccco3)CC2)c1Br	8.5%	2.4%	-1.0%	-0.6%	-12.3%	1.4%	4.5%	-3.9%
3	O=C(NNC(=O)C1CCCN(S(=O)(=O)c2ccc3ccccc3c2)C1)C1CC1 (configuration not stated)	-6.6%	-10.3%	0.1%[53 µM]	-4.8%[53 µM]	0.8%	6.0%	.	17.1%[46 µM]
4	CC(=O)OC1CC2C(C)(C)C(=O)CC[C@]2(C)C2CC[C@]3(C)C(=CC(=O)OC3c3ccoc3)[C@]12C (some centres not stated)	-1.3%	-5.0%	-0.3%	-1.4%	5.3%	-4.1%	?	.
5	CCOC(=O)CC(=O)CSc1nc2sc(C)cc2c(=O)n1Cc1ccco1	?	9.7%	-2.3%	-10.4%	0.562µM*	85.2%[activator]	.	5.5%
6	O=C(CC(=O)c1cccc([N+](=O)[O-])c1)Nc1ccccc1Cl	-1.3%	-5.7%	0.6%	-1.8%	3.55µM*	-7.2%	-11.7%	.
7	COc1cc2c(cc1OC)CN(CC(=O)Nc1cccc(C)c1)CC2	?	-0.8%	0.9%	0.6%	-1.1%	12.1%	-14.4%	-9.7%
8	c1ccc(C[n+]2cccc3c4ccccc4ccc32)cc1	?	-6.9%	.	.	?	12.6%	-39.2%[inhibitor]	9.4%
9	COc1cc(C(C)=O)cc(OC)c1O	-21.6%	i	0.1%	-2.0%	0.6%	-4.4%	-0.3%	?
10	O=C(NCCCNCCCNC(=O)c1ccccn1)c1ccccn1	-4.7%	-1.8%	-1.7%	-5.4%	0.0%	5.0%	?	11.4%
11	CCCCn1c(C)cc(C)c(S(=O)(=O)c2ccccc2C)c1=O	-0.6%	-13.6%	0.7%	0.2%	?	-2.9%	-28.5%	?
12	COc1ccc(NC2c3ccccc3C(=O)N2c2ccccn2)cc1 (configuration not stated)	?	2.5%	0.0%	-3.1%	.	-5.4%	.	.
13	COc1ccc(N2CCN(CC(O)COc3ccccc3[N+](=O)[O-])CC2)cc1 (configuration not stated)	5.1%	0.8%	-1.8%[53 µM]	-6.8%[53 µM]	-5.8%	-10.5%	5.6%	1.0%
14	CCc1nnc(NC(=O)CSc2nc3c(c(=O)n2C)SC(C)C3)s1 (configuration not stated)	0.4%	-0.3%	-0.8%	-0.7%	15.0%	-2.7%	-38.4%[inhibitor]	?
15	COC(=O)[C@@H]1C[C@@H]2CC[C@@H](O)C[C@@H]2N1CC1CCCCC1	-19.5%	-6.1%	1.0%	11.3%	?	116.6%[activator]	2.7%	.
16	COc1ccc(CC2S/C(=N/N=C/c3ccc(O)cc3)NC2=O)cc1 (configuration not stated)	-22.6%	20.9%	-2.4%	-0.3%	2.1%	0.8%	21.5%	.
17	COc1ccccc1CNC(=O)CN(c1ccc(C)cc1)S(=O)(=O)c1c(C)nn(C)c1C	-5.4%	22.5%	-1.0%	-5.3%	?	0.8%	-1.7%	?
18	Cc1ccc(S(=O)(=O)NNC(=O)c2snnc2C)cc1	-4.3%	i	0.5%	-5.5%	0.6%	1.2%	1.1%	5.5%
19	CCOc1cc(C)c(C(C)C)cc1S(=O)(=O)N1CCN(C)CC1	4.4%	-11.8%	0.9%	-2.4%	5.01µM*	-3.3%	3.2%	4.2%
20	CCn1c(=O)n(CC(=O)Nc2cccc(OC)c2)c(=O)c2ccccc21	-5.6%	-4.2%	-2.4%	-20.3%	-6.8%	0.1%	-19.2%	-4.9%
21	Cc1cc2cc3c(cc2nc1SCC(=O)OC(C)C)OCO3	2.8%	-5.2%	-8.3%	-1.4%	?	3.4%	-5.1%	22.0%
22	COCCCNC(=O)COc1cc(C)c(Cl)c(C)c1	8.3%	-3.5%	-3.4%	0.5%	-5.5%	3.7%	2.9%	4.7%
23	CC(=O)Nc1ccc(S(=O)(=O)N(Cc2ccccc2)C(C)C)cc1	5.0%	-4.3%	-1.1%	-2.0%	-7.6%	-1.2%	-20.3%	2.1%
24	COc1cccc(CNC2CCCc3ccccc32)c1OC (configuration not stated)	?	-2.4%	-3.8%	1.5%	-9.8%	-6.2%	-3.2%	.
25	COc1ccc(OC)c(Nc2nc(-c3ccc(O)c(O)c3)cs2)c1	28.2µM*	-21.7%	-10.6%	6.9%	?	-1.3%	17.8µM*	?
26	COC(=O)CSc1nnc(-c2ccccn2)n1N	5.0%	-9.4%	0.1%	10.1%	.	4.7%	.	.
27	Cc1cc(Cl)nc(-c2ccccc2O)n1	-6.3%	-1.7%	-2.2%	7.7%	.	7.0%	.	.
28	FC(F)(F)c1cc(CCN2C(=S)NC[C@@H]2CC2CCCCC2)cc(C(F)(F)F)c1	-10.7%	-13.3%	-0.1%	2.1%	.	5.4%	.	.
29	Cn1c(=O)c2c(ncn2CC(=O)N2CCc3ccccc3C2)n(C)c1=O	-0.6%	-10.5%	-2.1%	-6.5%	0.0%	2.9%	-13.2%	3.0%
30	O=C(O)CC(NC(=O)COc1ccccc1)c1cccc([N+](=O)[O-])c1 (configuration not stated)	6.5%	-1.2%	-1.2%	-2.2%	9.2%	-1.7%	-0.4%	-8.5%[9.22 µM]

Entries of single compounds, looked up by structure. Order of values: JMJD2E inh	RECQ1 inh	TR SRC2 fluor cs	TRb-SRC2 inh	ALDH1A1 block	RGS12 GoLoco inh	SMN2 splice up	Lamin A splicing
COc1ccccc1CNC(=O)CN(c1ccc(C)cc1)S(=O)(=O)c1c(C)nn(C)c1C as listed: -5.4%	22.5%	-1.0%	-5.3%	?	0.8%	-1.7%	?
CCn1c(=O)n(CC(=O)Nc2cccc(OC)c2)c(=O)c2ccccc21 as listed: -5.6%	-4.2%	-2.4%	-20.3%	-6.8%	0.1%	-19.2%	-4.9%
Cc1ccc(S(=O)(=O)NNC(=O)c2snnc2C)cc1 as listed: -4.3%	i	0.5%	-5.5%	0.6%	1.2%	1.1%	5.5%
Cc1nn(C)c(C(=O)N2CCN(C(=O)c3ccco3)CC2)c1Br as listed: 8.5%	2.4%	-1.0%	-0.6%	-12.3%	1.4%	4.5%	-3.9%

Going on with the list.
nr	canonical_smiles	JMJD2E inh	RECQ1 inh	TR SRC2 fluor cs	TRb-SRC2 inh	ALDH1A1 block	RGS12 GoLoco inh	SMN2 splice up	Lamin A splicing
31	NS(=O)(=O)c1ccc(CCNC(=O)c2cccc(OC(F)F)c2)cc1	11.7%	-2.1%	-3.1%	-0.7%	12.7%	0.6%	.	.
32	O=C(Nc1cccc(O)c1)C(=O)Nc1ccccn1	5.4%	1.9%	7.5%	6.7%	-0.4%	61.8%[activator]	10µM*	-2.0%
33	O=C(NCC1OCCc2ccccc21)c1ccco1 (configuration not stated)	-8.4%	-0.4%	6.1%	4.0%	7.94µM*	-12.2%	?	-1.4%
34	CC(=O)Nc1ccc(NC(=O)CCCSc2nc3ccccc3[nH]2)cc1	4.1%	i	-1.4%	4.1%	.	-9.3%	.	.
35	COc1cc(S(=O)(=O)N2CCOCC2)ccc1NC(=O)CN1c2cccc3cccc(c23)S1(=O)=O	?	-17.6%	1.8%	-0.6%	?	1.8%	-0.9%	0.4%
36	O=C(c1ccco1)N1CCN(S(=O)(=O)c2ccc(C3CCCCC3)cc2)CC1	5.5%	-11.0%	-2.3%	1.4%	9.7%	5.0%	-74.4%[inhibitor]	-7.1%
37	CC(C)N1CCN(Cc2cnc(-c3ccccc3)s2)CC1CCO (configuration not stated)	-2.6%	-12.8%	-0.6%	-5.5%	.	2.4%	.	.
38	Cc1nc2ccccc2c2oc(C(=O)N3CCC(N4CCCCC4)CC3)cc12	-1.7%	-1.3%	0.7%	9.2%	-4.0%	29.2%	10.8%	?
39	CCN1CCN(C(=O)/C=C\C(=O)O)CC1	-0.4%	i	-4.4%	2.6%	0.1%	-7.1%	3.0%	-0.2%
40	OCCC1CN(Cc2ccc3ncccc3c2)CCN1Cc1ccccc1 (configuration not stated)	-6.0%	-7.1%	-8.1%	-0.8%	-11.9%	1.2%	.	.
41	CCCN1CCC(NCc2cn(C)nc2-c2ccc(Oc3ccccc3)cc2)CC1	0.4%	0.2%	-1.5%	11.5%	.	3.9%	.	.
42	CCN(CC)c1ccc(NC(=O)Cn2c(C(C)NC(=O)c3ccc(C)cc3)nc3ccccc32)cc1 (configuration not stated)	-15.8%	-20.3%	-3.4%	-5.2%	3.7%	-3.5%	.	.
43	CCOC(=O)Cn1nc(-c2ccccc2)c2cnc3ccc(CC)cc3c21	-0.6%	-9.2%	-2.4%	-2.0%	?	-11.2%	-4.2%	8.1%
44	COc1ccc(C2/C=C\CN(C(=O)c3ccccc3)CC(=O)N2Cc2ccc(F)cc2)cc1 (configuration not stated)	8.9%	2.4%	-0.9%&-0.8%	5.3%&5.2%	.	-0.6%	.	.
45	O=S(=O)(NNc1ccc(Cl)nn1)c1ccc(F)cc1	-2.4%	-7.6%	-3.2%	3.9%	28.2µM*	-32.4%	-4.8%	-12.8%
46	COc1ccc(CCNCC(O)c2ccccc2)cc1 (configuration not stated)	7.94µM*	8.7%	0.4%	-0.1%	-4.9%	2.5%	?	.
47	CCCN1CNc2c(c(=O)[nH]c(=S)n2CCc2ccccc2)C1	?	-0.6%	1.1%	-13.9%	-2.5%	2.6%	-14.6%	.
48	Cc1ccc(/C(O)=C/c2nc3ccccc3oc2=O)cc1	-29.9%	-7.9%	-5.4%	4.6%	.	16.0%	.	.
49	O=S(=O)(c1cccc(-c2nnco2)c1)N1CCCC1	3.1%	-5.2%	0.4%	0.7%	-11.6%	-6.6%	-15.0%	-2.8%

An excerpt (hit frequency here may not be typical).
